FBW7 act – activators of human E3 ligase FBW7. Q969H0. AlphaScreen FBW7–phospho-cyclin E peptide binding, activator screen. normalized activity (activation), % at 26.1 µM. 650,000 tested, 0.13% active. AID 1259310; in the data active = normalized activity above about 1.9%;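 also: purified mutant Fbw7 with reduced substrate affinity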
TEAD-YAP block – TEAD-YAP interaction inhibition. HEK-TIYL cells, TEAD-Gal4/YAP UAS-luciferase luminescence. inhibition, % at 9.12 µM. 640,000 tested, 1.4% active. AID 1259422; in the data active = inhibition above about 32%;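 also: 0% = median of test compound wells and 100% = reference inhibitor wells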
GPR151 activ – activators of human GPR151; AID 1508602; activation, % at 11.2 µM; Q8TDV0; 650,000 tested, 1% active; PathHunter beta-arrestin GPR151 cells, luminescence; in the data active = activation above about 4.9%;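 also: 0% = median of compound wells and 100% = cells with positive control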
Target sequence (Q8TDV0 whole entry, looked up): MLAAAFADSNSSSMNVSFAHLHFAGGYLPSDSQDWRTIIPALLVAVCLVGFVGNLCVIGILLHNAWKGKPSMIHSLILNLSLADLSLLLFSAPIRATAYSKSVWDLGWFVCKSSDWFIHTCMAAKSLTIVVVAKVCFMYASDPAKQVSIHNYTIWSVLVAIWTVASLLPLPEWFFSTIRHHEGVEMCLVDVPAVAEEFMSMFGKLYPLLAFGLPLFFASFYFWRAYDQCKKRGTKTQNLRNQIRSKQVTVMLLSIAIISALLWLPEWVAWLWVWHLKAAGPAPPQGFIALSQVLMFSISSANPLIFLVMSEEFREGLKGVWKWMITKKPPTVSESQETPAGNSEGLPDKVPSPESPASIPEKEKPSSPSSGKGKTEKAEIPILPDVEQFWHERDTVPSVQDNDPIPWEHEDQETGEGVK
MITF primary – human MITF inhibition, primary screen; AlphaScreen MITF homodimerization, bead proximity signal; O75030; AID 1259374; inhibition, % at 2.6 µM; 650,000 tested, 0.91% active; in the data active = inhibition above about 50%;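 also: 0% = vehicle wells with protein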
Target sequence (O75030 whole entry, looked up): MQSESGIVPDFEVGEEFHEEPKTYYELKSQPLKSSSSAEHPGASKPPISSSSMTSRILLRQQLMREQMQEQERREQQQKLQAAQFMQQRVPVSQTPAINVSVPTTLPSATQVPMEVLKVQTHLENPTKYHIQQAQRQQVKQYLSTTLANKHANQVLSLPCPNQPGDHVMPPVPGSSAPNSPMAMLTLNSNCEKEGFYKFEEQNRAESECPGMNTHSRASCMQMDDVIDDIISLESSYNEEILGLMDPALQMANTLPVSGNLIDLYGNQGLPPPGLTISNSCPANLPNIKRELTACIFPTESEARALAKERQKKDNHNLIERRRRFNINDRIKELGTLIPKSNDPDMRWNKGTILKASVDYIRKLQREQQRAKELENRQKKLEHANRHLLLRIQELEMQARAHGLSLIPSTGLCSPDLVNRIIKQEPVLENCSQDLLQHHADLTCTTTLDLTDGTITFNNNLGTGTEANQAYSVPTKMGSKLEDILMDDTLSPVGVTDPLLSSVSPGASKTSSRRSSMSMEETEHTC
* hit, by the source's call; & = joins results of further samples.

The first 2 entries, to show the layout:
SMILES	FBW7 act	TEAD-YAP block	GPR151 activ	MITF primary
O=[N+]([O-])c1ccc(CN2CCCCC2CCO)cc1 (stereo not given)	-0.2	-5	1.7	-6
O=C(Nc1nc2ccc3ccccc3c2s1)c1ccc(S(=O)(=O)N2CCc3ccccc32)cc1	-0.1	-3	-0.4	7

This part in full (from the top)
SMILES	FBW7 act	TEAD-YAP block	GPR151 activ	MITF primary
O=[N+]([O-])c1ccc(CN2CCCCC2CCO)cc1 (stereo not given)	-0.2	-5	1.7	-6
O=C(Nc1nc2ccc3ccccc3c2s1)c1ccc(S(=O)(=O)N2CCc3ccccc32)cc1	-0.1	-3	-0.4	7
C=CCn1c(SCc2ccc(C)cc2)nc2cc(C(=O)NCC3CCCO3)ccc2c1=O (stereo not given)	-0.1	-29	3.8	8
CN(C)S(=O)(=O)c1cccc(NC(=S)Nc2cc(Cl)c(N)c(Cl)c2)c1	-0.2	4	2.0	3
Cc1nc2ccccc2c2oc(C(=O)NCCCN3CCCC(C)C3)cc12 (stereo not given)	-0.2	2	4.8	6
C/C(CC(=O)NCc1ccc(Cl)cc1)=N/NC(=O)c1ccc([N+](=O)[O-])c(Cl)c1	0.0	-4	-0.1	-20
CCN(CC)S(=O)(=O)c1ccc2oc(=S)n(CN3CCCC(O)C3)c2c1 (stereo not given)	0.3	3	0.0	-9
Cc1cc(O)c(C(=O)/C=C/c2ccc(O)cc2)c(=O)o1	-0.1	13	-2.6	13
CC(=O)Nc1cnn(-c2ccc(C(=O)NCCCn3ncc4ccccc43)cc2)c1	-0.1	10	-0.4	-15
Cc1ccc(-c2noc(C3CCCO3)n2)cc1 (stereo not given)	-0.1	-71	-1.6	0
C#CCn1cc(/C=C2/NC(=O)NC2=O)c2ccccc21	0.0	2	-1.0	-2
Cc1ccc(OCC(=O)NNC(=O)C(=O)N2CCCC2)c(C)c1	0.7	-12	-1.1	17
CCN(CCN(C)C)C(=O)Cn1nc(Cc2ccncc2)c2ccccc2c1=O	-0.1	-7	-0.8	2
O=C1CCCCCN1CP(=O)(O)CN1CCCCC1	0.4	5	1.3	17
CC(=O)N(O)CCCCCNC(=O)CCC(=O)N(O)CCCCCNC(=O)CCC(=O)N(O)CCCCCN	0.2&-0.3&-0.1	-9&-8	-2.3&0.8&0.7	33&6&0
Cc1cc(=O)oc2cc(OC(C)C(=O)Nc3ccccc3)ccc12 (stereo not given)	0.5	7	5.3*	-9
COC(=O)c1c(NC(=O)C2CC2c2ccccc2)sc2c1CCCC2 (stereo not given)	0.1	2	0.6	11
Cc1cnc(NC(=O)c2ccccc2C(F)(F)F)s1	0.0	-2	-0.4	12
CCCNc1nc(Nc2ccc(C(F)(F)F)cc2)nc2c1ncn2C(C)C	0.4	-1	-2.4	14
CCOc1ccccc1C1C(C(=O)OC)=CN(Cc2ccc(OC)c(OC)c2)C=C1C(=O)OC	-0.1	-15	-0.5	0
CCS(=O)(=O)c1nsc2nc(=O)c(C=C3C=CC(=O)C=C3)c(N)n12	0.0	6	0.7	4
O=C(NC1CCCC1)c1ccccc1[N+](=O)[O-]	0.9	-5	-1.5	21
Cc1ccc(C)c(NC(=O)C(=O)N/N=C/c2cccc(Br)c2)c1	0.0	6	-0.7	10
Cc1c(C(=O)NCCCN2CCOCC2)sc2ncn(Cc3cccc(F)c3)c(=O)c12	-0.1	-6	0.3	5
CCOc1cc(C2C3=C(CCCC3=O)NC3=C2C(=O)CCC3)ccc1OCc1ccccc1F	0.0	1	0.4	12
COc1ccc(NC(=O)Cn2cc(C(=O)c3ccccc3)c(=O)c3ccccc32)cc1OC	0.1	-8	-0.2	7
CNc1nc2c(c(=O)n(C)c(=O)n2C)n1CC(C)C	-0.1	1	0.1	1
CC(=O)c1sc(NC(=O)c2ccccc2Cl)nc1C	0.1	-30	-9.0	13
Cc1cc(C)nc(NS(=O)(=O)c2ccc(NC(=O)Cc3ccc(F)cc3)cc2)n1	-0.1	-2	0.1	5
CSc1ccccc1N1C(=O)CN(Cc2c(C)nc3sccn23)CC1C (stereo not given)	0.1	3	-0.4	6
COC(=O)COC(=O)c1sc(=S)n(C)c1C	0.0	5	0.0	8
CCn1c(=O)c(C(=O)NCc2ccccc2F)c(O)c2ccccc21	-0.1	2	0.4	7
CC(C)OCCCNC(=S)Nc1ccc(F)c(Cl)c1	-0.2	6	1.0	-5
Cc1ccc2nc(Nc3ccccc3O)c3nncn3c2c1	0.1	4	-0.2	11
CC(=O)Nc1ccc(OS(=O)(=O)c2ccc(Br)cc2Br)cc1	0.5	5	-1.5	19
CCOC(=O)c1ccccc1Nc1nc(-c2ccc(OC)cc2)no1	0.1	9	-0.6	6
CC(Sc1nnc(N)s1)C(=O)NCCC1=CCCCC1 (stereo not given)	0.0	10	-0.2	-7
CCN(c1ccc(OC)cc1)S(=O)(=O)c1ccc2[nH]c(=O)ccc2c1	0.5	4	0.9	13
Cc1cc(C)c(S(=O)(=O)N2CCN(S(=O)(=O)c3c(C)cc(C)cc3C)CC2)c(C)c1	0.0	2	-0.2	-2
COCCCNC(=O)/C=C1\Sc2ccccc2N(Cc2ccccc2F)C1=O	0.0	-24	0.2	-5
C=CCc1cc(/C=C2/C(=O)NC(=O)N(c3ccc(OC)cc3)C2=O)cc(OC)c1O	0.0	0	4.2	-6
COc1cccc(C2=NNC(=NCc3ccccc3)SC2)c1	0.0	-37	0.0	-6
COc1ccc(-c2noc(-c3cccc(Br)c3)n2)cc1	-0.1	-3	-0.5	-1
C[C@H]1C(=O)N2CCN(C(=O)Oc3ccc(F)cc3)C[C@@H]2C(=O)N1C	1.1	-13	-0.7	19
COC(=O)C1=C(C)N(C)C(=O)NC1c1ccccc1F (stereo not given)	0.0	2	-0.2	-3
COc1ccc(-n2nnnc2SCC(=O)c2ccccc2F)cc1OC	0.1	-1	-0.1	7
COC(=O)c1ccc(Cn2nc([N+](=O)[O-])c(Cl)c2C)o1	0.4	-10	0.2	-4
CCC(=O)N[C@@H](CC)Cn1nnc2ccccc2c1=O	-0.1	-7	-0.4	-7
CC(C)(C)C(=O)CN1CCN(S(=O)(=O)c2cccc([N+](=O)[O-])c2)CC1	0.5	3	-1.8	-3
COc1ccc(CNc2ccc(NC(C)=O)cc2)c(OC)c1	-0.1	-12	-0.4	-9
O=C(CN1CCC(n2cnc3cccnc32)CC1)Nc1ccccc1N1CCOCC1	0.0	8	1.8	14
COc1cc(C)nc(Oc2ccc(OCc3ccccc3)nn2)n1	-0.2	3	-0.1	-2
Nc1nc(-c2ccc(Cl)cc2)c(S(=O)(=O)c2ccccc2)s1	-0.1	-1	-1.2	-3
Cc1cccc(C)c1OCCOc1ccc(/C=C2/C(=N)N3N=C(C4CCCCC4)SC3=NC2=O)cc1	-0.1	8	-0.6	5
O=C(O)CCn1c2ccc(Br)cc2c2cc(Br)ccc21	-0.1	-3	0.6	-4
NC(=O)c1ccsc1NC(=O)COC(=O)CCc1c[nH]c2ccccc12	0.1	9	-0.4	3
COC(=O)C1=C(C)NC(C)=C(C(=O)OC)C1/C=C/c1ccccc1	-0.1	-5	-0.1	-6
COc1ccc(CCN(CC(=O)NC2CCCC2)C(=O)c2ccc(C)s2)cc1OC	0.5	-7	-0.3	-6
COC(=O)Cn1nc(C)n2c(cc3sc(C)cc32)c1=O	-0.1	-10	-0.4	2
Cn1cc(S(=O)(=O)N2CCOCC2)cc1C(=O)N1CCCc2ccccc21	-0.4	7	0.2	9
Going on with the list.
SMILES	FBW7 act	TEAD-YAP block	GPR151 activ	MITF primary
COC(=O)C1=C(C)N2C(=O)CSC2=NC1c1ccc2c(c1)OCO2 (stereo not given)	-0.1	-5	0.4	4
CS(=O)(=O)Nc1cccc(-c2cnn3c(N4CCCCC4CCO)ccnc23)c1 (stereo not given)	-0.3	-14	-1.0	13
COc1cccc(OC)c1C(=O)N(C1CC1)C1CCN(Cc2ccccc2)CC1	0.2	0	-0.4	-1
O=C(NCCOc1ccccc1)c1ccnc(-c2cccs2)c1	-0.1	-5	-1.2	18
O=C(CCCN1C(=O)c2ccccc2C1=O)Nc1ncn[nH]1	0.0	1	-0.4	14
O=C(CC(NCCO)C(=O)O)Nc1cccc([N+](=O)[O-])c1 (stereo not given)	-0.1	3	0.2	-3
Cc1ccc2c(c1)=C(c1sc(N)nc1O)C(=O)N=2	-0.1	4	2.5	1
COc1ccc(C2c3c(oc4ccc(C)cc4c3=O)C(=O)N2CCCN2CCOCC2)cc1OC (stereo not given)	0.1	-6	0.4	-5
C#CCN1C(=O)S/C(=C/c2ccc(OCC(N)=O)cc2)C1=O	0.0	-31	-0.9	0
C=CCOC(=O)C1=C(C)NC2=C(C(=O)CCC2)C1c1ccc(C)cc1 (stereo not given)	0.1	-1	-0.4	-2
O=C(NC1CCCCC1)C(c1ccncc1)N(C(=O)C(F)(F)F)c1ccc2c(c1)OCO2 (stereo not given)	0.9	3	-0.8	12
COc1ccc(-c2noc(COc3ccccc3Cl)n2)cc1OC	0.5	-8	-1.7	16
N#C/C(=C/c1ccc([N+](=O)[O-])cc1)C(=O)Nc1ccccc1O	0.0	-17	-1.0	12
Cc1cc(NC(=O)CN2CCC(Cn3c(C)nc4ccccc43)CC2)no1	0.1	39*	-1.5	79*
Cn1c(-c2c(N)n(Cc3ccccc3)c3nc(C#N)c(C#N)nc23)nc2ccccc21	0.0	5	-1.8	0
COc1cc(OC)cc(C(=O)Nc2nnc(C(C)C)s2)c1	0.0	-14	0.1	8
COc1ccc(CC(=O)NCC2CCCO2)cc1 (stereo not given)	0.0	-5	0.1	11
CC1(C)CC(=O)C2=C(C1)N1C(=C(C#N)C2c2ccccc2)N=C(N)c2c1sc1c2CCCCC1 (stereo not given)	-0.1	4	-0.1	0
CN1CCN(C(=O)c2ccc(-c3nc(Nc4ccc(Oc5ccccc5)cc4)c4[nH]cnc4n3)cc2)CC1	-0.2	2	2.1	-4
NC(=O)c1sc2nc(-c3cccs3)cc(C(F)(F)F)c2c1N	0.2	11	0.0	5

Complete entries, looked up by structure. Screens in order: FBW7 act	TEAD-YAP block	GPR151 activ	MITF primary
Entry for `N#C/C(=C/c1ccc([N+](=O)[O-])cc1)C(=O)Nc1ccccc1O` : 0.0	-17	-1.0	12
Entry for `COc1ccc(-c2noc(COc3ccccc3Cl)n2)cc1OC` : 0.5	-8	-1.7	16
Entry for `COc1ccc(CC(=O)NCC2CCCO2)cc1` (stereo not given) : 0.0	-5	0.1	11
Entry for `C=CCOC(=O)C1=C(C)NC2=C(C(=O)CCC2)C1c1ccc(C)cc1` (stereo not given) : 0.1	-1	-0.4	-2

Other entries:
SMILES	FBW7 act	TEAD-YAP block	GPR151 activ	MITF primary
O=C1CON(c2ccc(Cl)cc2)C(=O)N1	0.1	10	0.5	6
COc1ccc(C2C(C(C)=O)=C(O)C(=O)N2CC(C)O)cc1 (stereo not given)	-0.4	-1	-0.8	12
CC1=NN(c2ccc(S(N)(=O)=O)cc2)C(=O)/C1=C\c1ccccc1Cl	-0.4	4	-2.0	17
Cc1ccc2nc(-c3ccc(NC(=O)c4c(O)c5ccccc5[nH]c4=O)cc3)sc2c1	0.0	-11	-0.4	21
CCn1c(=O)c2c(nc(SCC(N)=O)n2C)n(C)c1=O	1.1	3	-1.1	19
CC(=O)Nc1ccc(C(=O)OCC(=O)Nc2ccc(OC(F)F)cc2)cc1	0.1	10	-2.2	18
Cc1ccc2oc(=O)c3cnn(CC(=O)Nc4cc(C)on4)c3c2c1	0.0	4	0.5	3
Cc1[nH]nc2c1C(c1ccc(OCc3ccc(Cl)cc3)cc1)C(C#N)=C(N)O2 (stereo not given)	-0.1	-54	-0.1	8
CC(=O)Nc1ccc(Nc2nc(Nc3nc4ccccc4n3C)nc3c2ncn3-c2ccsc2)cc1	-0.1	43*	0.1	7
Cc1cc(NC(=O)c2ccc(S(=O)(=O)N(C)CC3CCCO3)cc2)no1 (stereo not given)	0.0	-5	0.4	-3
CCOc1ccc(NC(=O)C2C3C=CC4(O3)C2C(=O)N(Cc2ccc(C)cc2)C4C(=O)NC2CCCCC2)cc1 (stereo not given)	0.5	7	-1.0	-3
COCCOC(=O)C1=C(C)NC2=C(C(=O)CC(C)(C)C2)C1c1ccc(C(C)C)cc1 (stereo not given)	0.4	17	0.3	-1
Cc1ccc(-c2cc(C(=O)OCC(C)C)c3cc(C)ccc3n2)cc1	0.1	-3	-0.6	-2
CCN(c1ccc(F)cc1)S(=O)(=O)c1ccc2[nH]cc(C(=O)N(CCc3ccccc3)Cc3ccccc3)c(=O)c2c1	-0.1	4	2.0	-2
CCOC(=O)Cn1c(=O)oc2cc(S(=O)(=O)Nc3ccccc3CC)ccc21	0.1	0	1.0	-1
COCCNC(=S)N1CCC(C(=O)c2ccc3c(c2)OCCO3)CC1	0.1	-21	0.2	14
COc1ccc(Br)cc1C1NC(=O)NC(C)=C1C(=O)N(C)C (stereo not given)	0.5	-2	-0.6	4
CCc1ccc(NC(=O)Cn2c(=O)n(C3CCCCC3)c(=O)c3cccnc32)cc1	0.2	8	0.5	0
Cc1nc2c(-c3ccc(F)cc3)c(C)nn2c(NCCCN2CCCC2=O)c1C	0.1	2	0.7	-8

Pulled by structure from the list above:
SMILES	FBW7 act	TEAD-YAP block	GPR151 activ	MITF primary
CCOC(=O)Cn1c(=O)oc2cc(S(=O)(=O)Nc3ccccc3CC)ccc21	0.1	0	1.0	-1
CC(=O)Nc1ccc(Nc2nc(Nc3nc4ccccc4n3C)nc3c2ncn3-c2ccsc2)cc1	-0.1	43*	0.1	7
